# RSV antiviral HEp-2: inhibition of RSV-induced cytopathic effect – HEp-2 cells, primary 10 µM value included (AID 2391) | CPE inhibition, % at 10 µM; hits with a dose series show IC50 in µM | HEp-2 cells, RSV-induced CPE inhibition; higher % means a stronger effect | 0.13% of 310,000 active; in the data active = a potency from the dose series; note: strong numbers were not always called active
# Myeloid diff MLP: compounds promoting myeloid differentiation | calls only at 10 µM | 1% of 360,000 active | ER-HoxA9 myeloid progenitors, lysozyme-GFP differentiation, flow cytometry | AID 624256;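 active = normalized GFP-positive differentiation at or above the plate's own cutoff, the solvent-only control mean plus 3 SD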;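 note: cells exposed to compound for four days before flow analysis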
# Myeloid diff MLP GFP+ MAC1+ %: also measured in Myeloid diff MLP; calls as there; GFP+ MAC1+ double positive, %; measured here: differentiation confirmed by MAC1 staining
# * = called active by the depositor; i = inactive. Not all compounds are listed (hit frequency here may not be typical).
# Start of the data: the first two entries as a preview:
SMILES,RSV antiviral HEp-2,Myeloid diff MLP,Myeloid diff MLP GFP+ MAC1+ %
O=S(=O)(NCC(c1ccco1)N1CCCCC1)c1cccc(C(F)(F)F)c1 (stereo not given),0.6%,i,0.7
CCN1C(=O)N[C@@H](c2cccs2)C(C(=O)OC)=C1C,3.6%,i,1.6

# The whole of this part, previewed entries included:
SMILES,RSV antiviral HEp-2,Myeloid diff MLP,Myeloid diff MLP GFP+ MAC1+ %
O=S(=O)(NCC(c1ccco1)N1CCCCC1)c1cccc(C(F)(F)F)c1 (stereo not given),0.6%,i,0.7
CCN1C(=O)N[C@@H](c2cccs2)C(C(=O)OC)=C1C,3.6%,i,1.6
CC(C)(C)C(=O)CSc1ccc(S(=O)(=O)N2CCN(Cc3ccccc3)CC2)cn1,0.3%,i,0.8
O=P(O)(OCc1ccccc1)OCc1ccccc1,1.3%,i,0.9
COc1ccc(Nc2nnc(SCC(=O)NC3CC3)s2)cc1,1.1%,i,0.3
O=C(Nc1ccc(N2CCOCC2)c(S(=O)(=O)Nc2ccccc2Cl)c1)c1ccccc1,1.9%,i,0.8
COc1ccc(C2=NCCn3nc4cc(OC)ccc4c32)cc1,-0.6%,i,1.8
O=C(c1ccco1)N1CCN(C(=O)C2CCN(S(=O)(=O)c3cccc4nsnc34)CC2)CC1,1.6%,i,0.2
Cc1ccc(-c2cc(=O)[nH]c3ccccc23)cc1,2.0%,i,0.4
CS(=O)(=O)c1ccc(Cl)c(C(=O)Nc2ccc3nc(N4CCOCC4)sc3c2)c1,2.9%,i,0.3
O=c1oc(CCCO)cc2ccc(/C=C/c3cccc([N+](=O)[O-])c3)cc12,1.0%,i,1.3
CSCc1cccc(C(=O)OC(C)C(=O)Nc2c(C)n(C)n(-c3ccccc3)c2=O)c1 (stereo not given),1.2%,i,0.8
CN(c1ccccc1)S(=O)(=O)c1ccccc1Br,1.1%,i,1.1
Cc1cccc(OCC(=O)Nc2ccncc2)c1,5.1%,i,0.3
Cc1ccc(Nc2nc(-c3ccc(S(=O)(=O)N4CCOCC4)cc3)cs2)cc1,2.6%,i,8.0
CC(=O)N1CCN(C(=O)c2ccc(-c3ccccc3Cl)o2)CC1,0.3%,i,0.8
O=C(/C=C/c1ccccc1Cl)OCC(=O)c1ccc[nH]1,2.4%,i,0.2
COc1ccc(NC(=O)C2=CN3CCS(=O)(=O)N=C3C=C2)c(OC)c1,0.9%,i,0.4
CCCC[C@@H]1CN=C(N)N1CCCC,1.9%,i,2.2
O=C(c1cccc(S(=O)(=O)Nc2ccc(F)cc2)c1)N1CCCC1,0.5%,i,1.0
CCC1CCC/C1=N\NC(=O)c1ccc(Cl)cc1 (stereo not given),3.4%,i,0.7
CC(=O)Nc1nc(-c2ccccc2)cc(-c2ccco2)c1C#N,-0.4%,i,1.2
COc1cccc(C(=O)N(C)CC(=O)Nc2cccc3ccccc23)c1,0.3%,i,0.6
Cc1cc(C)c(NC(=O)CNC(=O)c2ccccc2SCC(=O)N2CCCC2)c(C)c1,1.6%,i,0.9
O=C(COC(=O)c1cc(S(=O)(=O)N2CCOCC2)ccc1Cl)NC1CC1,0.7%,i,1.0
# The list goes on.
SMILES,RSV antiviral HEp-2,Myeloid diff MLP,Myeloid diff MLP GFP+ MAC1+ %
O=C(c1c(F)c(F)c(F)c(F)c1F)N1CCc2ccccc21,0.5%,i,0.4
Cc1noc(C)c1C(=O)Nc1ccccc1N1CCCC1,0.2%,i,0.3
COCC(C)n1c(SCC(=O)Nc2sccc2C(N)=O)nc2ccccc2c1=O (stereo not given),11%,i,0.5
COc1ccccc1OCc1ccc(C(=O)Nc2ccccc2)cc1,1.1%,i,0.5
O=C(NC(=S)Nc1ccccc1O)c1cncc(Br)c1,3.7%,i,2.0
CC(C)(C)OC(=O)NCCCCCNC(=O)c1[nH]cnc1C(=O)Nc1ccccc1,-0.8%,i,1.5
CCN(CC)c1ccc(C2C(C(C)=O)C(=O)CC(C)(O)C2C(C)=O)cc1 (stereo not given),-0.3%,i,1.8
CCCCN=C1SC(C(=O)Nc2sc3c(c2C(=O)OC)CCC3)C(N)=C1C(=O)N1CCOCC1 (stereo not given),1.2%,i,0.3
Cc1cc(C(=O)NNS(=O)(=O)c2cc(C(=O)O)ccc2Cl)c(C)n1-c1ccccc1,0.7%,i,0.3
O=c1[nH]c2c(=O)[nH]cnc2nc1-c1ccccc1,0.6%,i,0.3
Cc1c(C)n(Cc2ccccc2)c2ccc(C(=O)O)cc12,3.0%,i,0.3
CC(C)C(=O)Nc1ccc(C(=O)CSc2nnc(C3CC3)n2C2CC2)cc1,1.1%,i,0.1
Cc1ccc(OCCNC(=O)c2ccc(C)o2)cc1,-0.1%,i,0.5
CC(=O)Nc1ccc(S(=O)(=O)NCCC(=O)NCCOc2ccccc2)cc1,0.5%,i,0.9
COc1ccc(OC)c(C(=O)c2c(C)oc3cc(Br)c(O)c(CN(C)C)c23)c1,0.2%,i,1.3
COC(=O)C[C@H]1c2cc(F)ccc2S(=O)(=O)N1c1ccc(N(C)C)cc1,-1.3%,i,1.5
CCOc1ccc(OCCNC(=O)c2oc3ccccc3c2COC)cc1,2.6%,i,1.0
CC(=O)Nc1ccc(NC(=O)C(C)Sc2nnc(C3CC3)n2-c2ccccc2)cc1 (stereo not given),3.0%,i,0.7
CCOC(=O)c1c(NC(=O)CSc2nnc3c(n2)[nH]c2ccccc23)sc2c1CCN(C)C2,1.7%,i,0.9
c1ccc(-c2ccc(-c3ccncn3)cc2)cc1,-1.2%,i,1.1
Cc1ccccc1Sc1ncccc1[N+](=O)[O-],0.8%,i,0.4
Cc1c(Cl)cccc1NC(=S)NC(=O)c1cncc(Br)c1,0.3%,i,0.2
COCCn1c(C)cc(C(=O)COC(=O)CNC(=O)c2ccco2)c1C,1.4%,i,0.4
CN(C(=O)CCc1nc2ccccc2c(=O)[nH]1)C1CCS(=O)(=O)C1 (stereo not given),2.1%,i,0.5
Cc1ccc(S(=O)(=O)NCCC(=O)NCc2ccc(Cl)cc2)cc1C,1.1%,i,0.7

# Compound profiles, from the list above. Order of values: RSV antiviral HEp-2 | Myeloid diff MLP | Myeloid diff MLP GFP+ MAC1+ %
# Record of `O=c1[nH]c2c(=O)[nH]cnc2nc1-c1ccccc1` → 0.6% | i | 0.3
# Record of `CCOc1ccc(OCCNC(=O)c2oc3ccccc3c2COC)cc1` → 2.6% | i | 1.0
# Record of `Cc1cc(C(=O)NNS(=O)(=O)c2cc(C(=O)O)ccc2Cl)c(C)n1-c1ccccc1` → 0.7% | i | 0.3
# Record of `CC(C)C(=O)Nc1ccc(C(=O)CSc2nnc(C3CC3)n2C2CC2)cc1` → 1.1% | i | 0.1
# Record of `Cc1ccc(S(=O)(=O)NCCC(=O)NCc2ccc(Cl)cc2)cc1C` → 1.1% | i | 0.7

# Continuation:
SMILES,RSV antiviral HEp-2,Myeloid diff MLP,Myeloid diff MLP GFP+ MAC1+ %
Cc1cc(NC(=O)CN(C)CC(=O)Nc2ccc(Cl)c(C(F)(F)F)c2)no1,0.2%,i,0.2
O=C(Nc1ccccc1C(=O)O)c1cccc(F)c1,3.1%,i,1.2
COc1ccc2nc(SCC(=O)NC(C)c3ccccc3)[nH]c2c1 (stereo not given),-0.7%,i,0.6
O=C(NCc1ccc(F)cc1)N1CCN(C(=O)c2ccccc2)CC1,1.7%,i,0.7
CC(C)NC(=O)c1ccc(NC(=O)CC2SC(N3CCCCC3)=NC2=O)cc1 (stereo not given),0.2%,i,1.0
COc1ccc([C@@H]2Sc3ccccc3NC(=O)[C@@H]2O)cc1,-0.8%,i,1.1
Cc1cc(C(=O)O)ccc1[N+](=O)[O-],1.7%,i,1.8
C/C=C/c1ccc(O)c(OC)c1,2.7%,i,2.3
N#Cc1ccccc1OCC(=O)Nc1nnc(C2CC2)s1,0.1%,i,0.5
COc1c(O)cccc1[C@H](O)C1CCN(CCc2ccc(F)cc2)CC1,-0.1%,i,1.2
CC(=O)Nc1ccc(S(=O)(=O)NCCC(=O)N2CCC(Cc3ccccc3)CC2)cc1,1.2%,i,0.9
COc1c(F)cc2[nH]c3c(c2c1F)CCNC3=O,-4.4%,i,1.0
Nn1c(SCC(=O)Nc2nccs2)nnc1-c1cccnc1,-0.2%,i,0.4
Cc1ccc(C(=O)CCC(=O)NC2=NCCS2)cc1,1.8%,i,0.4
CC(C)c1ccccc1OCCCCN1CCCCC1,0.7%,i,0.6
O=C(Cc1cccc(NC(=O)C2CCN(C(=O)CCc3ccccc3)CC2)c1)Nc1cccc(C(=O)N2CCCC2)c1,2.7%,i,2.6
Cc1ccc(C)c(C(=O)CN2C(=O)NC3(CCc4ccccc43)C2=O)c1 (stereo not given),3.0%,i,1.5
COc1ccc(OCCCC(=O)Nc2cccc(S(=O)(=O)N3CCCCCC3)c2)cc1,3.0%,i,1.3
Cc1noc(NS(=O)(=O)c2ccc(NC(=O)C(F)(F)C(F)(F)C(F)(F)F)cc2)c1C,1.2%,i,0.9
CC1CCC2(CC1)NC(=O)N(NC(=O)c1cccs1)C2=O (stereo not given),0.3%,i,0.5
C=CCNCc1ccc(C(=O)NCCCCCCC)cc1[N+](=O)[O-],-0.9%,i,1.6
CS(=O)(=O)c1ccc(Cl)c(NC(=O)C2CCCCN2S(=O)(=O)c2ccccc2)c1 (stereo not given),0.6%,i,0.4
N#Cc1ccc(S(=O)(=O)N2CCN(Cc3cccs3)CC2)cc1,0.8%,i,0.6
Cc1cc(C)n2nc(C(=O)OCC(=O)Nc3ccc(C)c(S(=O)(=O)N(C)C)c3)nc2n1,0.0%,i,0.5
CC(=O)C[C@H](O)CC(=O)[C@H]1OC(=O)CCCCCCCc2ccccc21,-1.2%,i,1.9

# Grouped by structure: those above containing a tert-butyl group
SMILES,RSV antiviral HEp-2,Myeloid diff MLP,Myeloid diff MLP GFP+ MAC1+ %
CC(C)(C)C(=O)CSc1ccc(S(=O)(=O)N2CCN(Cc3ccccc3)CC2)cn1,0.3%,i,0.8
CC(C)(C)OC(=O)NCCCCCNC(=O)c1[nH]cnc1C(=O)Nc1ccccc1,-0.8%,i,1.5

# Next section
SMILES,RSV antiviral HEp-2,Myeloid diff MLP,Myeloid diff MLP GFP+ MAC1+ %
COC(=O)[C@@]12CCCN1[C@H](c1ccc(-c3ccccc3)cc1)[C@@H]1C(=O)N(C)C(=O)[C@@H]12,2.4%,i,1.3
Cc1cc(C(=O)NNC(=O)CN2C(=O)NC3(CCCCC3)C2=O)c(C)o1,1.0%,i,0.6
CC1(C)C=Cc2c(ccc3c2OC[C@H](c2ccc(O)cc2O)C3)O1,-2.1%,i,2.9
CC(C)N(Cc1nnc(-c2ccccc2Br)o1)C(=O)c1cc(Cl)nc2ccccc12,1.6%,i,1.1
Cc1nn(CC(=O)OCC(=O)NCCc2ccc(S(N)(=O)=O)cc2)c(C)c1[N+](=O)[O-],0.8%,i,0.2
CC(=O)c1ccccc1NC(=O)COC(=O)c1c(C)nn(-c2ccccc2)c1C,2.6%,i,0.5
CCN(CC)C(=O)c1[nH]cnc1C(=O)N[C@H](C)c1ccccc1,0.0%,i,1.9
Cc1cc(=O)c(C(=O)Nc2cccc(C(=O)NC3CC3)c2)nn1-c1ccccc1Cl,0.0%,i,0.5
CC(=O)Nc1ccc(C(=O)OCC(=O)N2CCC(Cc3ccccc3)CC2)cc1,4.6%,i,1.6
Cc1ccccc1C(=O)N1CCC(C(=O)Nc2ccc(S(=O)(=O)N3CCOCC3)cc2)CC1,4.7%,i,0.9
CSCCC(NS(=O)(=O)c1ccccc1F)C(=O)Nc1ccncc1 (stereo not given),0.0%,i,0.8
CC(C)CC(=O)N1CCN(S(=O)(=O)c2ccc(C3CCCCC3)cc2)CC1,3.2%,i,0.9
Cc1cccc(CCN2C(N(C)C)=NC[C@@H]2CC(C)C)c1,0.5%,i,2.1
Cc1ccc(C)c(NC(=O)COC(=O)CNC(=O)C2CCCCC2)c1,1.5%,i,0.9
Cc1nnc2ccc(-c3ccc(NS(=O)(=O)c4ccccc4[N+](=O)[O-])cc3)nn12,-0.1%,i,0.8
COc1cccc(/C=C/C(=O)OCC(=O)NC(=O)NC2CCCC2)c1,1.8%,i,0.5
O=C(CCc1nc(-c2ccccc2)no1)NCc1ccccc1CN1CCOCC1,0.0%,i,1.1
CCc1ccc(S(=O)(=O)Nc2ccc(-c3ccc4nnc(C)n4n3)cc2)s1,1.3%,i,0.7
O=C(CNC(=O)C1CC(=O)N(c2cccc3ccccc23)C1)Nc1ccccc1Br (stereo not given),2.0%,i,1.0
Cc1ccc(CN(C)C(=O)CN2C(=O)NC3(CCCC3)C2=O)o1,1.9%,i,0.4
CC(NC(=O)COC(=O)c1cc(Cl)ccc1O)C1CC2CCC1C2 (stereo not given),0.6%,i,1.1
O=C(CSc1nc(C2CC2)n(-c2ccccc2)n1)NCc1ccco1,1.4%,i,0.1
Cc1noc(C)c1CC(=O)Nc1ccc2c(c1)OCO2,0.0%,i,0.5
COc1ccc2cc(C=O)n(C)c2c1,1.4%,i,3.1
COc1ccccc1NC(=S)NC(=O)Cc1ccccc1,2.0%,i,0.3
# The listing continues:
SMILES,RSV antiviral HEp-2,Myeloid diff MLP,Myeloid diff MLP GFP+ MAC1+ %
Cc1ccc(-c2noc(COC(=O)c3ccco3)n2)cc1,3.0%,i,2.3
Cc1ccc(NC(=O)c2cc(=O)[nH]c3ccc(S(=O)(=O)N4CCOCC4)cc23)cc1,-0.1%,i,0.3
CCOc1cc(N2CCOCC2)c(OCC)cc1NC(=O)CSc1nc(N)cc(=O)[nH]1,1.8%,i,1.3
O=C(N/N=C/c1ccccc1)c1ccc(N2CCCC2=O)cc1,1.1%,i,1.5
Cc1ccc(C2=CC(=O)C[C@H](c3ccc(Cl)cc3)C2)cc1,-0.5%,i,2.2
CCOc1ccc2ccccc2c1/C=N/NC(=O)c1c(C)cc(C)[nH]c1=O,-2.2%,i,1.0
NS(=O)(=O)c1ccc(CNC(=O)c2ccc(S(=O)(=O)NCc3ccco3)cc2)cc1,2.0%,i,0.3
O=C(CSc1ncccn1)NC(=O)Cc1ccccc1,0.6%,i,1.1
